ATXN2 expr inh: inhibitors of ATXN2 expression. HEK-293 ATXN2-luciferase reporter, luminescence, 24 h. Potency, µM (titrated, usually from 57 µM), for inactives: at the top dose activity change, negative = inhibition, most hits filed as inhibitors. 360,000 tested, 0.72% active. AID 1745845; also: % is scaled to controls: 0 for no effect and ±100 for the full control effect; nearly all actives have a fitted effect of over 55% in size
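ATXN2-luciferase reporter cells (luciferase flanked by upstream and downstream ATXN2 gene portions) were treated 24 h at 37 °C with compounds at up to 57 uM. SteadyGlo luminescence gave expression; GF-AFC fluorescence gave viability.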
ATXN viability: viability counter-screen for ATXN expression inhibitors; S2 cells (HEK-293 line with an ATXN2-luciferase reporter) viability, CellTiter-Fluor protease fluorescence, 24 h; Potency, µM (highest dose often 56.7 µM), actives largely listed as cytotoxic; 400,000 tested, 0.49% active; AID 651635; also: nearly all actives have a fitted effect of over 40% in size
EPAC2 antagonist: antagonists of human EPAC2. Q8WZA2. 360,000 tested, 0.18% active. Potency, µM (top dose mostly 114 µM), inactives show at the top dose activity, negative = inhibition, actives largely listed as inhibitors. EPAC2 GEF exchange of Rap1B-BODIPY-GDP, fluorescence; also: % is scaled to controls: 0 for no effect and ±100 for the full control effect; nearly all actives have a fitted effect of over 45% in size; many of its hits are not listed in these tables
Target sequence (Q8WZA2 whole entry, looked up): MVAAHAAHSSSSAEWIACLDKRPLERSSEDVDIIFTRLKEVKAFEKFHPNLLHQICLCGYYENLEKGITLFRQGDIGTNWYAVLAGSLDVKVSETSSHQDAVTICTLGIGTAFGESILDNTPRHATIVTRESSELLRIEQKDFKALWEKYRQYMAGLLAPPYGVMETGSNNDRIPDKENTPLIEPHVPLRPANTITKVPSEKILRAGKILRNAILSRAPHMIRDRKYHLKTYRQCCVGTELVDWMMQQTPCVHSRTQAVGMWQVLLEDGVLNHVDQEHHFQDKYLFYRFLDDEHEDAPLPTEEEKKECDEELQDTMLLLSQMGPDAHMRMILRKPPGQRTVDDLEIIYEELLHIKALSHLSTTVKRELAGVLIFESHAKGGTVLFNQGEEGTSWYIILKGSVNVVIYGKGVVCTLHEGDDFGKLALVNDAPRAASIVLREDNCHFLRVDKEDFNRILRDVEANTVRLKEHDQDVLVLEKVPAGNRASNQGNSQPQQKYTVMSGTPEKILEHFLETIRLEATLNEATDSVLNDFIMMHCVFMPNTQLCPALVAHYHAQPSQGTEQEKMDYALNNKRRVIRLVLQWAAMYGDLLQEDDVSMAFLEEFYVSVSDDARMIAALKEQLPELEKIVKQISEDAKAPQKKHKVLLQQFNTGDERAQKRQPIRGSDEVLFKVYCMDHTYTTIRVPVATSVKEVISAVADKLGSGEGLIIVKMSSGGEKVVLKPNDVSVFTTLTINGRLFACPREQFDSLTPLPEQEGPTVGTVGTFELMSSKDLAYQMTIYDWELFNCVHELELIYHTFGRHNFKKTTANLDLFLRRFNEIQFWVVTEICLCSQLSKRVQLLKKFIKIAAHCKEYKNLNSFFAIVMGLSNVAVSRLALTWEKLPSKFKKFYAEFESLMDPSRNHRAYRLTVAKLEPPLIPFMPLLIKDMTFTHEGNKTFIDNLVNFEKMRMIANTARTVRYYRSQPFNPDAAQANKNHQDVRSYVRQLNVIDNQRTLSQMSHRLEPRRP
Nrf2 activator: activators of Nrf2 (ARE) signaling; AREc32 ARE-luciferase reporter (MCF7-derived line), luminescence, 24 h; Potency, µM (top dose mostly 46.1 µM), inactives show at the highest dose activation, hits mostly activators; 410,000 tested, 0.31% active; also: % of control where 0% means no effect; nearly all actives have a fitted effect of over 65% in size
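AREc32_Fluc, 1000 cells/well, OPTI-MEM + 5% FBS, o/n 37 deg C 5% CO2; 23 nL cpd by pin tool, 24 hr; Steady-Glo 30 min RT, luminescence.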
MCF10A rereplic: inducers of DNA re-replication in MCF 10A breast cells | MCF 10A DNA re-replication, Hoechst nuclear intensity, 48 h | Potency, µM (top dose mostly 46.1 µM), for the others: at the highest dose activity, positive = re-replication, hits mostly activators | 350,000 tested, 2.9% active; also: % of control where 0% means no effect; nearly all actives have a fitted effect of over 50% in size
Nrf2 inh: blocks Nrf2 signaling. A549 ARE-Fluc reporter, luciferase luminescence, 18-24 h. Potency, µM (titrated, usually from 46 µM), for the others: top-dose activity change, negative = inhibition, actives largely listed as inhibitors. 360,000 tested, 2.1% active. AID 504444; also: % is scaled to controls: 0 for no effect and ±100 for the full control effect; nearly all actives have a fitted effect of over 60% in size
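Two sequential reads on A549 ARE_Fluc cells exposed to compound for 18-24 h: a CellTiter-Fluor fluorescence read for viability, then a luciferase luminescence read for Nrf2/ARE activity.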
A549 viability: counter-screen for Nrf2 inhibitors: cytotoxicity in A549 cells; A549 ARE-Fluc cells, CellTiter-Fluor viability, 18-24 h; Potency, µM (doses to about 46 µM), inactives show top-dose activity change, negative = cytotoxicity, hits mostly inhibitors; 390,000 tested, 0.16% active; AID 504648; also: % is scaled to controls: 0 for no effect and ±100 for the full control effect
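A549 ARE_Fluc cells in 5% FBS OPTI-MEM were exposed to compounds in concentration-response for 18-24 h at 37 deg C. Viability was read by CellTiter-Fluor fluorescence (Ex 405/Em 525) after 30 min, before the luciferase read.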
TGFb inhibitor: inhibitors of TGF-b signaling | Potency, µM (doses to about 46.1 µM), without a hit: at the top dose activity, negative = inhibition, hits mostly inhibitors | HepG2 CAGA-GFP TGF-b/SMAD3 reporter, GFP fluorescence, 18 h; TGF-beta stimulated, 500 pg/mL final | 410,000 tested, 1.2% active; also: % is scaled to controls: 0 for no effect and ±100 for the full control effect; nearly all actives have a fitted effect of over 65% in size
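TGF-beta reporter screen: HEPG2 CAGA-GFP, 1% FBS, 500 pg/mL TGF-beta final, 18 h; per-cell GFP summed per well; curves fitted and categorized by class.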
HepG2 tox: counter-screen for TGF-b inhibitors: cytotoxicity in HepG2 cells; HepG2 CAGA-GFP viability, ATP luminescence, 18 h; Potency, µM (titrated, usually from 46.1 µM), for inactives: at the top dose activity change, negative = cytotoxicity, hits mostly cytotoxic; 410,000 tested, 0.76% active; AID 588856; also: some results filed as inactive show a strong effect at the top dose
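CellTiter-Glo luminescence gave cytotoxicity after 18 hours at 37 degrees C. The cells were HepG2 CAGA-GFP in 1% FBS DMEM, stimulated with 500 pg/mL TGF-beta after compound addition. %Activity was normalised to no-cell wells (complete cell-killing) and DMSO (no toxicity), and curves were fitted and classified.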
Numbers without * were called inactive; i = inactive; ? = inconclusive; . = no result given; & = joins results of further samples; [ ] = dose if it differs, or a comment. Calls follow the shape of the dose curve; as a rule, active = well fitted curve in the direction sought with a large enough effect; inconclusive = small, poorly fitted or top-dose-only effect, or another doubt; inactive = no such curve, though single readings can be large; an effect the other way counts as inactive or inconclusive. Potency is read from the fitted curve at half-maximal effect.

SMILES	ATXN2 expr inh	ATXN viability	EPAC2 antagonist	Nrf2 activator	MCF10A rereplic	Nrf2 inh	A549 viability	TGFb inhibitor	HepG2 tox
COc1ccc(C2C(C(=O)N3CCN(c4ccc(OC)cc4)CC3)c3ccccc3C(=O)N2C)cc1 (configuration not stated)	28%	i	-3%	0.1%	15%	20%	-5%	-11%	-3%
Cc1ccc(-c2nnc(SCC(=O)NCCN3C(=O)CSC3=O)n2C)cc1	17%	i	0%	-0.5%	-4%	12%	-4%	12%	9%
O=C(Nc1ccc(F)c(Cl)c1)C1Cc2c(-c3cccc(F)c3)ccnc2O1 (configuration not stated)	?	?	-2%	0.7%	.	.	.	?	-50%
CCN(CC)c1ccc2cc(C(=O)c3cccs3)c(=O)oc2c1	22%	.	.	0.4%	.	.	.	239%[activator]	-13%
C/C(=N\NC(=O)c1ccc2c(c1)OCO2)c1ccc(NC(=O)CCCC(=O)O)cc1	19%	i	18%	-0.8%	5%	-7%	2%	-2%	-12%
CCCNC(=S)Nc1ccc(Br)cc1	8%	i	3%	2.9%	14%	.	-11%	?	11%
CC(=O)c1c(C)nn(C(C)CC(=O)O)c1C (configuration not stated)	-9%	i	-3%	-0.2%	-3%	5%	9%	1%	-6%
Cc1ccc(S(=O)(=O)N(C)C)cc1NC(=O)COC(=O)/C=C/c1cnc2ccccc2n1	-12%	?	5%	0.8%	-19%[9.22 µM]	13%	-3%	2%	-2%
Cc1ccccc1NC(=S)Nc1ccccn1	.	?	-18%	-0.3%	-2%	10%	4%	1%	0%
CCN(CC)S(=O)(=O)c1ccc(Cl)c(C(=O)NC(C)C(c2cccs2)N2CCCC2)c1 (configuration not stated)	-14%	i	1%	-0.5%	20%	1%	0%	1%	-22%
COc1ccc(-c2c(C)nn3c(-c4ccccc4)cc(C)nc23)cc1	-15%	i	2%	3.3%	2%	-23%	-10%	3%	-3%
Nc1cc(Nc2ccccc2)ccn1	-15%	i	2%	0.3%	7%	5%	-3%	-1%	1%
Cc1ccc(C)c(Cn2c(=O)n(CCCCC(=O)NCc3ccccc3Cl)c(=O)c3ccccc32)c1	4%	i	.	-0.2%	.	6%	-7%	-16%	-7%
Cc1c(Cl)cccc1NC(=O)Cn1c(CCC(=O)O)ccc1-c1cccs1	-11%	i	.	-1.6%	.	-8%	4%	9%	7%
S=c1cnc2ccccc2[nH]1	8%	i	13%	2.9%	3%	0%	-2%	8%	-3%
CCCNC(=O)CN(c1ccccc1)S(=O)(=O)c1ccc(OC)c(OC)c1	3%	i	11%	-0.8%	1%	16%	11%	-28%	-7%
COc1cc(NS(=O)(=O)c2cc(C)ccc2OC)c(OC)cc1Cl	3%	i	2%	-0.6%	?	?	-17%	3%	-16%
CCOc1ccc(N2CC(NS(=O)(=O)c3cccs3)CC2=O)cc1 (configuration not stated)	-1%	i	-10%	-0.9%	0%	6%	-4%	-28%	-6%
CCOc1cccc(OCCCOc2cccc3cccnc23)c1	6%	i	-1%	-0.1%	?	?	?	?	-23%
CCCCCCC1CC(C)(/C(C)=N/NC(N)=O)OC1=O (configuration not stated)	-2%	i	6%	-0.3%	12%	-10%	10%	-6%	-43%
COC(=O)c1cc(S(=O)(=O)Nc2cc(OC)cc(OC)c2)cn1C	-14%	i	?	3.1%	-12%	?	1%	-13%	-12%
O=C(Nc1ccccc1Br)c1cc(CN2CCCC2)on1	17%	i	.	6.4%	.	?	-1%	5%	-1%
COc1ccc(S(=O)(=O)Nc2ccccc2OC)cc1C	-7%	i	-25%	0.3%	?	-13%	0%	-4%	-1%
COCCCN1C(=O)c2[nH]nc(-c3ccccc3O)c2C1c1ccc(OCc2ccccc2)cc1 (configuration not stated)	.	.	.	-5.6%	.	26µM*	?	20µM*	-112%
O=C(CNC(=O)c1ccccc1)N/N=C/c1cccs1	28%	i	8%	0.3%	?	29%	-1%	9%	-1%

Reformatted: results already given
structure,ATXN2 expr inh,ATXN viability,EPAC2 antagonist,Nrf2 activator,MCF10A rereplic,Nrf2 inh,A549 viability,TGFb inhibitor,HepG2 tox
COC(=O)c1cc(S(=O)(=O)Nc2cc(OC)cc(OC)c2)cn1C,-14%,i,?,3.1%,-12%,?,1%,-13%,-12%
O=C(Nc1ccccc1Br)c1cc(CN2CCCC2)on1,17%,i,.,6.4%,.,?,-1%,5%,-1%

Structures above marked active in TGFb inhibitor.
SMILES,EPAC2 antagonist,Nrf2 activator,TGFb inhibitor
COCCCN1C(=O)c2[nH]nc(-c3ccccc3O)c2C1c1ccc(OCc2ccccc2)cc1 (configuration not stated),.,-5.6%,20µM*

Remaining list, next part
SMILES	ATXN2 expr inh	ATXN viability	EPAC2 antagonist	Nrf2 activator	MCF10A rereplic	Nrf2 inh	A549 viability	TGFb inhibitor	HepG2 tox
O=C(O)CCCC(=O)NCCCc1ccccc1	6%	i	-1%	0.2%	-9%	11%	-3%	0%	4%
C[C@@H](CN1C(=O)C(=O)NC[C@@H]1C)NC(=O)CC12CC3CC(CC(C3)C1)C2	-4%	i	7%	0.0%	3%	7%	8%	-4%	-26%
O=C(COc1ccc(S(=O)(=O)NCc2ccccc2)cc1Cl)NCc1ccccn1	-15%	i	-8%	-0.6%	2%	-15%	-1%	-2%	-12%
Cc1ccc(NC(=O)COC(=O)C2CC2(Cl)Cl)cc1C (configuration not stated)	-25%	i	-5%	-0.6%	1%	11%	12%	-3%	-7%
O=C(c1cc(COc2c(F)cccc2F)on1)N1CC[C@@H]2CCCC[C@H]2C1	.	?	7%	3.4%	.	.	.	-21%	-22%
Cc1cnc(C(=O)OCC(=O)NCc2ccc(Cl)cc2)cn1	0%	i	-3%	0.2%	-1%	13%	-7%	-9%	1%
COc1cc(NC(=O)c2cc(C)on2)cc(C(=O)Nc2cccc(C(F)(F)F)c2)c1	?	?	-10%&-16%	1.0%&0.6%	?	?	?	?	-32%&-24%
COc1ccc(/C=c2/sc3nc(-c4ccccc4)c(-c4ccccc4)n3c2=O)cc1	-2%	i	3%	-0.1%	5%	3%	7%	?	28%
Cc1ccc(C(=O)/C=C/c2ccc(-c3ccc(C)cc3)o2)cc1	-36%	i	16%	20%	21µM*	8%	-10%	5%	-37%
O=C(Nc1cccc(OC(F)(F)F)c1)c1ccc(-c2cccnc2)c2ccoc12	-8%	i	-27%	0.3%	.	.	.	?	-35%
Nc1nc2ccc(Br)cc2s1	.	i	3%	3.5%	.	.	.	13%	-1%
CC(C)CC1(C)NC(=O)NC1=O (configuration not stated)	-3%	i	22%	0.1%	-1%	.	7%	10%	15%
Cc1c(/C(O)=C2/C(=O)C(=O)N(CCN(C)C)C2c2ccc(C(C)C)cc2)cnn1-c1ccccc1 (configuration not stated)	3%	i	2%	0.1%	-1%	-12%	0%	-23%	-35%
CCCCN1CC(c2nc3ccccc3n2CCCCOc2ccc(C)cc2C)CC1=O (configuration not stated)	?	25µM*	.	-3.0%	.	-17%	10%	11µM*	-112%
O=S(=O)(c1cccc(C(F)(F)F)c1)N1CCN(c2ccccc2)CC1	-11%	i	16%	2.5%	9%	-21%	6%	2%	-19%
Nc1nonc1-n1nnc(C(=O)N/N=C/c2ccoc2)c1CSc1ccccc1	.	i	-2%	-0.4%	3%	-11%	-9%	4%	-19%
CS(=O)(=O)c1ccc2nc(NC(=O)CN3CCC(Cc4ccccc4)CC3)sc2c1	-34%	i	-5%	-0.8%	?	-26%	2%	10%	-2%
Cc1occc1C(=O)Nc1ccc(S(=O)(=O)N2CCN(C)CC2)cc1	-2%	i	5%	-0.3%	-6%	8%	?	-20%	1%
COc1ccc(/C=N/N2CCN(c3ccc(Cl)cc3)CC2)cc1O	-28%	i	18%	0.2%	7%	?	5%	-24%	-5%
CCOc1ccc(C2c3cc(OCC)c(OCC)cc3CC(=O)N2c2ccc(C(=O)O)cc2)cc1OCC (configuration not stated)	-8%	i	.	0.2%	.	?	-9%	3%	4%
Cc1ccc([C@@H]2C[C@H]3[C@@H](CN2S(=O)(=O)c2ccc(Cl)cc2)C(=O)C[C@@H](c2cccc(Cl)c2)N3S(=O)(=O)c2ccc(C)cc2)cc1	3%	i	5%	-0.2%	.	.	.	3%	-11%
Cc1ccc(S(=O)(=O)NCC(=O)N(CC(=O)NCc2ccco2)Cc2ccc(F)cc2)cc1	0%	i	8%	0.1%	-2%	6%	-3%	3%	8%
O=C(Nc1cccc2cccnc12)c1ccccc1Br	-2%	?	-26%	26%	?	7%	-12%	4%	-35%
COCCc1ncc(CN2CCC(C(=O)Nc3cccc(-c4cscn4)c3)CC2)cn1	-14%	i	1%	3.4%	5%	-10%	-2%	-18%	-7%
CCOC(=O)/C(=N/Nc1ccc(OC)cc1)N1CCCc2ccccc21	4%	i	-7%	2.9%	14%	-12%	-9%	-3%	6%
O=C(N/N=C\c1ccoc1)c1ccco1	27%	i	5%	5.3%	-2%	-8%	5%	-4%	-1%
O=[N+]([O-])c1cccc(C(=Nc2ccccc2)NO)c1	-7%	i	-2%	1.7%	-4%	10%	8%	-10%	-38%

Record cards, from the list above.
Cc1cnc(C(=O)OCC(=O)NCc2ccc(Cl)cc2)cn1 in the list: ATXN2 expr inh: 0%; ATXN viability: i; EPAC2 antagonist: -3%; Nrf2 activator: 0.2%; MCF10A rereplic: -1%; Nrf2 inh: 13%; A549 viability: -7%; TGFb inhibitor: -9%; HepG2 tox: 1%
Cc1ccc(NC(=O)COC(=O)C2CC2(Cl)Cl)cc1C (configuration not stated) in the list: ATXN2 expr inh: -25%; ATXN viability: i; EPAC2 antagonist: -5%; Nrf2 activator: -0.6%; MCF10A rereplic: 1%; Nrf2 inh: 11%; A549 viability: 12%; TGFb inhibitor: -3%; HepG2 tox: -7%
COc1cc(NC(=O)c2cc(C)on2)cc(C(=O)Nc2cccc(C(F)(F)F)c2)c1 in the list: ATXN2 expr inh: ?; ATXN viability: ?; EPAC2 antagonist: -10%&-16%; Nrf2 activator: 1.0%&0.6%; MCF10A rereplic: ?; Nrf2 inh: ?; A549 viability: ?; TGFb inhibitor: ?; HepG2 tox: -32%&-24%

The list is partial, so the mix of outcomes need not match the whole.
